D3 antag: D3 dopamine receptor (human) antagonism; D3R cells, DiscoveRx beta-arrestin luminescence, antagonist mode; hits give low values; P35462; 2.5% of 360,000 active; AID 652054; max response, negative = inhibition, %; in the data active means max response below about -50%; inconclusive means no clear call, values can overlap the other calls; further: on the % scale 0 is the no-effect control and ±100 the full control effect; mostly tested at two doses, the higher about 12 µM
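Cells expressing the human receptor were seeded at 1500 cells/well, incubated overnight at 37 degrees C in 5% CO2, then exposed to library compounds with dopamine controls for 90 minutes at 37 degrees C before luminescent detection.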
EPAC2 antagonist: blocks human EPAC2 exchange factor; Q8WZA2; EPAC2 GEF exchange of Rap1B-BODIPY-GDP, fluorescence; Potency, µM (highest dose often 114 µM), for inactives: top-dose activity, negative = inhibition, most hits filed as inhibitors; 0.18% of 360,000 active; AID 720708; further: potency means the concentration at half of the fitted maximal effect; on the % scale 0 is the no-effect control and ±100 the full control effect; nearly all actives have a fitted effect of over 45% in size; many of its hits are not listed in these tables
Target sequence (Q8WZA2 whole entry, looked up): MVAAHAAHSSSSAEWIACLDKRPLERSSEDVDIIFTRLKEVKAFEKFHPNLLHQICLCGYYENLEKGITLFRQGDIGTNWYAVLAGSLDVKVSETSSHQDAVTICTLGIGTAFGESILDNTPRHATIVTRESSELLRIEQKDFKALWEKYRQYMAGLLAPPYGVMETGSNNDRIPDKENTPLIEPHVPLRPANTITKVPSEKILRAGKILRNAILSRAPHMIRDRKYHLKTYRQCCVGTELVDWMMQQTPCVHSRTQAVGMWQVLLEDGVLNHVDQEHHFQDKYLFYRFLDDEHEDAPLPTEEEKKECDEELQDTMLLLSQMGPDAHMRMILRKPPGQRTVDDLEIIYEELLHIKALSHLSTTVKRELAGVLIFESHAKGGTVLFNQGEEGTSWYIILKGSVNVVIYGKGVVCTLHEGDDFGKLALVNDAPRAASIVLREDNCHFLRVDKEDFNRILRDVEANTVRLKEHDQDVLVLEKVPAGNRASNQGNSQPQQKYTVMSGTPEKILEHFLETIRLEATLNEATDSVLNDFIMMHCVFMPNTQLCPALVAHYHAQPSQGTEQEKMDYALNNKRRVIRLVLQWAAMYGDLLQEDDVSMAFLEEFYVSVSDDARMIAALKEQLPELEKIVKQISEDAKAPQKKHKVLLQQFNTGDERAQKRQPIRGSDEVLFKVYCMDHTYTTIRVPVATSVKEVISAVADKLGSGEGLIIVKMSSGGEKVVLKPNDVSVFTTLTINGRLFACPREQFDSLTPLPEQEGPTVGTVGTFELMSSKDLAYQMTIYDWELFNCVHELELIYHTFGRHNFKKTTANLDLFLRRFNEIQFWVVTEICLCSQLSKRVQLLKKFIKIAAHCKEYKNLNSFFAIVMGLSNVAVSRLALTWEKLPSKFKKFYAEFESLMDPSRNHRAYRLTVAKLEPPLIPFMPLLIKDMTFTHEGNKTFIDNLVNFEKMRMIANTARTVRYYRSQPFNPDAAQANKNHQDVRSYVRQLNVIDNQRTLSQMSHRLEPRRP
D3 ag: D3 dopamine receptor (human) agonism; D3R DiscoveRx beta-arrestin cells, luminescence, 90 min; max activation, %; 0.58% of 410,000 active; in the data active means max activation above about 30%; further: 0% is about no effect; mostly tested at two doses, the higher about 12 µM
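Agonist-mode cell screen: cells plated at 1500/well and incubated overnight at 37 °C, then exposed to library compounds for 90 min at 37 °C. Detection reagent was added for 30–60 min at room temperature, and luminescence was read.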
aSyn rescue: alpha-synuclein toxicity inhibition in yeast; Yeast expressing alpha-synuclein, growth rescue, BacTiter-Glo, 24 h; Potency, µM (titrated, usually from 46.1 µM), for the others: at the top dose growth rescue (activation), most hits filed as activators; 0.14% of 370,000 active; further: potency means the concentration at half of the fitted maximal effect; % of control where 0% means no effect; nearly all actives have a fitted effect of over 65% in size
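Rescue of yeast growth: cells expressing toxic alpha-synuclein, induced in galactose at OD600 0.02, incubated with compound 24 h at 30 C. ATP luminescence quantified growth; inhibitors of toxicity appear as activators.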
TDP43 rescue: rescues yeast growth from TDP-43 toxicity. 1.8% of 410,000 active. Potency, µM (doses to about 46.1 µM), for the others: at the top dose growth rescue (activation), hits mostly activators. TDP-43 expressing yeast growth rescue, BacTiter-Glo, 24 h. AID 652104; further: potency means the concentration at half of the fitted maximal effect; % of control where 0% means no effect; nearly all actives have a fitted effect of over 50% in size
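Luminescence from BacTiter-Glo reports growth of TDP-43-expressing yeast after 24 hr at 30 deg C with compound. Cells were raffinose-pregrown to mid-log, then seeded in galactose medium at OD600=0.02.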
FUS suppressor: FUS proteinopathy suppression in yeast | S. cerevisiae FUS-expressing, growth rescue, OD600, 24 h | AID 1347120 | 0.24% of 390,000 active | Potency, µM (doses to about 76.6 µM), for inactives: at the highest dose growth rescue (activation), hits mostly activators;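 further: potency means the concentration at half of the fitted maximal effect; plate controls were DMSO vehicle for no effect and reference control for full effect; nearly all actives have a fitted effect of over 55% in size; some results filed as inactive show a strong effect at the top dose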
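FUS-expressing yeast, raffinose-pregrown, induced in 2% galactose minimal medium at OD 0.005; compounds in a dilution series, 24hr at 30C. Growth restoration read as absorbance at 600 nm. CP55940 positive control, DMSO negative.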
Abeta rescue: restores growth of yeast expressing A-beta42 peptide | yeast expressing A-beta42, growth rescue, OD600, 48 h; response scale: 0% DMSO, 100% iron-clioquinol control | Potency, µM (series often up to 46.1 µM), for the others: at the highest dose growth rescue, most hits filed as activators | 0.063% of 410,000 active | AID 1347071; further: potency means the concentration at half of the fitted maximal effect; nearly all actives have a fitted effect of over 55% in size
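Growth rescue measured by 600 nm absorbance after 48 h yeast culture at 30 C with compound. Values normalized between DMSO and an equimolar ferric chloride plus clioquinol control.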
EPAC2 agonist: agonists of human EPAC2 (RAPGEF4). Q8WZA2. EPAC2 activation, biochemical qHTS; response scale: 100% = 6.5 mM cAMP response. Potency, µM (highest dose often 154 µM), for the others: at the top dose activation, hits mostly activators. 0.079% of 360,000 active; further: potency means the concentration at half of the fitted maximal effect; nearly all actives have a fitted effect of over 50% in size
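Guanine nucleotide exchange by EPAC2 is measured as reduced fluorescence of BODIPY-GDP once it is released from 250 nM Rap1B. Plates are read kinetically for 30 min at room temperature; results are scaled to 6.5 mM cAMP.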
The depositor's hits bear a star; u = inconclusive; x = not tested or not shown; & = joins results of further samples; [ ] = another dose, or the depositor's remark. Unless noted, the call rests on the fitted dose curve; in most records, active means well fitted curve in the direction sought with a large enough effect; inconclusive means small, poorly fitted or top-dose-only effect, or another doubt; inactive means no such curve, though single readings can be large; an effect the other way counts as inactive or inconclusive.

SMILES	FUS suppressor	Abeta rescue	EPAC2 agonist	D3 antag	D3 ag	TDP43 rescue	EPAC2 antagonist	aSyn rescue
CC(=O)N1CCC(C(=O)N2c3ccccc3N=C(c3ccc(C(F)(F)F)cc3)C2C(=O)NC(C)(C)C)CC1 (stereo not given)	32%	8%	3%	-16	-5	15%	-5%	0%
COc1ccccc1-c1nn2c(=O)cc(CN3CCN(S(=O)(=O)c4ccc(C)cc4)CC3)nc2s1	-1%	-6%	x	x	7	21%	x	x
COc1ccccc1CCC(=O)N1CCN(C(=O)c2ccccc2)CC1	-6%	-13%	11%	0	6	-6%	-6%	-3%
CCCCn1c(SCC(=O)NCc2ccco2)nnc1-c1ccoc1C	56%	-13%	-5%	9	0	-13%	-6%	0%
CC(C)OC(=O)/C(C#N)=C/c1cn(Cc2ccccc2)c2ccccc12	10%	32%	9%	-13	-2	26%	-2%	8%
CC(=O)Nc1ccc(NC(=O)Cn2c(=O)ccc3cc(S(=O)(=O)N4CCC(C)CC4)ccc32)cc1	4%	-9%	x	x	-6	-27%	x	x
O=C(Cc1ccccc1)NCCS(=O)(=O)N1CCN(c2cccc(Cl)c2)CC1	15%	15%	-1%	-17	-17	-23%	15%	-2%
CCN(CC)C(=O)Cn1c(=O)n(-c2ccccc2)c(=O)c2c3c(sc21)CCC3	-20%&9%	-6%&11%	-9%	0	-1&1	16%&14%	6%	2%
COc1ccc(N2CCN(S(=O)(=O)c3ccc(-n4cnnn4)c(C)c3)CC2)cc1	-1%	4%	2%	-5	0	26%	11%	0%
Cc1cccc(CS(=O)(=O)Cc2ccc(C(=O)NCc3ccco3)o2)c1	4%	10%	-8%	7	-3	-3%	-3%	-1%
COc1ccc(-c2sc(Nc3ccccc3)n[n+]2-c2ccc(F)cc2)cc1Br	u	-3%	12%	-2	-11	-9%	7%	7%
COc1c(S(=O)(=O)NCCCN2CCOCC2)ccc(Cl)c1Cl	4%	-6%	-3%	-14	-8	-10%	0%	-2%
COc1cccc(/C=N/NC(=O)c2nc(-c3ccccc3)cc(-c3ccccc3)n2)c1	-23%	-2%[9.22 µM]	4%	38	3	8%	-6%	-9%
CCCN1CCN(c2ncnc3scc(C4COc5ccccc5O4)c23)CC1 (stereo not given)	40%	-7%	u	12	-11	-17%	-7%	0%
CCCCOc1cccc(NC(=O)CSc2nnc(C)s2)c1	17%	-6%	x	x	-12	u	x	x
Fc1ccc(NC(=S)N/N=C/c2cccc(Br)c2)c(F)c1	11%	9%	2%	17	0	u	0%[57.1 µM]	2%
COc1ccc(CC(C(=O)Nc2cccc(F)c2)c2nn[nH]n2)c(OC)c1 (stereo not given)	27%	8%	-5%	18	7	-8%	8%	4%
COc1ccc(S(=O)(=O)N2CCN(CCc3ccccc3)CC2)c(OC)c1	3%	11%	4%	-1	4	-8%	8%	-3%
COc1ccc(-c2noc(N3CCC(C(=O)N4CCN(c5cccc(C)c5C)CC4)CC3)n2)cc1	1%	-8%	x	x	10	0%	x	x
Cc1cccc(NC(=O)Nc2cccs2)c1C	-11%	-15%	x	x	8	19%	x	x
CC(C)NC[C@H](O)c1ccc(O)c(O)c1	-25%	-9%	0%	2	14	19%	4%	2%&2%&4%
CCCCN(C1CCS(=O)(=O)C1)S(=O)(=O)c1ccc(OC)cc1 (stereo not given)	9%	6%	2%	3	-5	-1%	2%	3%
Cc1cc(F)ccc1C(O)c1ncc(-c2cccc(OCc3ccccc3)c2)[nH]1 (stereo not given)	29%	-2%	6%	0	-3	17%	10%	-35%[inhibitor]
C=C(C)c1cccc(C(C)(C)NC(=O)Nc2ccc(Cl)cn2)c1	17%	22%	-2%	23	9	0%	5%	-10%
CCCCCNC(=O)c1ccc(NC(=O)CC2SC(N3CCCC3)=NC2=O)cc1 (stereo not given)	-21%	10%	10%	-2	1	8%	7%	0%
O=C(Nc1nc2ccsc2c(=O)s1)c1ccc(Cl)cc1	-23%	-5%	1%	16	-1	10%	-7%	-1%
CCOC(=O)c1c(CN2CCCCC2)n(C)c2cc(Br)c(O)c(CN(C)C)c12	-16%	-5%	3%	-68*	-10	7%	-2%	2%
Cn1ncc2c(c(SCc3ccc(Cl)cc3Cl)nn2C)c1=O	6%	-6%	2%	-3	10	16%	-12%	-7%
O=C(c1ccc(CS(=O)c2cccc(Cl)c2)o1)N1CCN(c2ccccn2)CC1 (stereo not given)	1%	6%	4%	18	3	0%	-5%	-2%
COc1cc(N2C(=O)c3ccccc3C2=O)c(Cl)cc1C(=O)OCC(=O)NCc1ccco1	16µM*	0%	7%	4	2	13%	-1%	-7%

(cont.)
SMILES	FUS suppressor	Abeta rescue	EPAC2 agonist	D3 antag	D3 ag	TDP43 rescue	EPAC2 antagonist	aSyn rescue
O=C(CSc1nc(C2CCCCC2)n(-c2ccccc2)n1)NCCN1C(=O)CSC1=O	25%	14%	-6%	-1	0	-4%	4%	1%
O=S(=O)(Nc1cccc(S(=O)(=O)N2CCCC2)c1)c1ccccc1F	x	15%	4%	23	4	-16%	6%	-1%
COc1ccccc1NC(=O)C(=O)N1CCCC1	-4%	12%	-1%	5	6	-12%[0.397 µM]	5%	1%
O=C(Cn1cnc2c(OCc3ccccc3)ncnc21)NCCCN1CCCC1=O	-6%	-6%	6%	62	25	9%	-1%	1%
Cc1ccc(NC(=O)C(C)N2C(=O)c3ccccc3C2=O)cc1S(=O)(=O)N1CCOCC1 (stereo not given)	1%	-5%	10%	16	2	8%	-16%	1%
COc1ccc(NS(=O)(=O)c2ccc(Cl)c(NC(=O)c3cccnc3Cl)c2)cc1	6%	-5%	11%	-21	2	-7%	-9%	4%
CN(C)CCNc1ccc(-c2nn(C)c(=O)c3ccccc23)cc1[N+](=O)[O-]	8%	-3%	3%	-2	-4	-13%[0.397 µM]	-7%	-3%
O=c1[nH]c(/C=C/c2cccc3ccccc23)nc2ccccc12	19%	-10%	4%	-5	-2	26%	-5%	3%
COc1ccc(CN2C(=O)C(NC(=O)c3ccccc3C)(C(F)(F)F)N=C2c2ccccc2)cc1 (stereo not given)	u	-6%	x	x	-10	29%	x	x
CCN(CC)CC(=O)NCC1(c2ccccc2)CCCC1	6%	-26%	3%	-8	-4	19%	0%	-2%
Cc1ccc(NC(=O)CCc2nc3cccnc3n2-c2ccccc2)cc1Cl	u	-1%	x	x	9	27%	x	x
CCn1c(SCC(=O)c2ccc(CNC(C)=O)o2)nnc1-c1cccs1	49%	-3%	5%	15	0	15%	20%	-15%
Cc1ccc(NC(=O)CN2CCCN(S(=O)(=O)c3ccc(Br)s3)CC2)cc1	x	10%	1%	u	-6	-20%	-2%	-5%
COc1ccc(CN2C(=O)C(CC(=O)NCC3CCCCC3)CC(C(=O)N(C(C)C)C(C)C)=C2C)cc1 (stereo not given)	19%	2%	-2%	12	6	4%	-11%	u
COCCSc1nnc(NC(=O)COc2ccc3c(c2)OCO3)s1	-7%	-11%	-2%	2	3	0%	17%	0%
Cc1nc(Cl)sc1C(=O)Nc1ccc(C(F)(F)F)cc1	-1%	u	9%	-18	-5	u	-15%	-9%
S=C(N/N=C/c1cccc2ccccc12)Nc1cccc(Cl)c1	5%	17%	9%	-54*	-12	19%	1%	-2%
CCOC(=O)c1[nH]c(C)c(CN(Cc2ccco2)C(=O)C(F)(F)F)c1C	18%	5%	-10%	13	-2	-9%	-2%	2%
Cc1cc(C)n(CCC(=O)N2CCCC(Nc3ccc(F)cc3)C2)n1 (stereo not given)	x	-3%	3%	6	0	18%	3%	-3%
CC1CN(C(=O)/C(=C/c2ccco2)NC(=O)c2ccccc2)CC(C)O1 (stereo not given)	-11%	5%	-1%	-6	-3	20%	7%	4%
COc1ccc(C(=O)Nc2ccc(S(=O)(=O)Nc3onc(C)c3C)cc2)cc1OC	16%	-8%	0%	-21	-10	-10%	-1%	-1%
Fc1ccc(-n2nnc(-c3nccs3)n2)cc1	-14%	-14%	8%	-15	-20	21%	-9%	-14%
Cc1cc(SCC(=O)N2CCCC2=O)nc2c(C)cccc12	-11%	26%	3%	-11	14	4%	15%	1%
CCOc1ccc(S(=O)(=O)NCCC(=O)Nc2ncccc2C)cc1	x	8%	10%	-9	-19	-19%	11%	-2%
CCOC(=O)C1=C(SCC)c2cc3c(n2C1=O)CCCC3	34%	-29%	1%	-57*	-7	-8%	0%	-7%
CC(C)CCNC(=O)C1CC(c2ccc(C(F)(F)F)cc2)=NO1 (stereo not given)	13%	1%	-3%	0	6	6%	-11%	2%
CCCN(C(=O)CSCc1ccccc1C)c1c(N)n(Cc2ccccc2)c(=O)[nH]c1=O	22%	-1%	-2%	8	4	-6%	10%	3%
Cc1ccc([C@H]2C[C@@H](n3cc(C4CC4)nn3)[C@H](O)CN2Cc2cccs2)cc1	13%	-7%	0%	4	5	1%	-2%	13%
CCOC(=O)c1nc(Nc2ccccc2)c2ccccc2n1	10%	-17%	6%	-5	-13	-6%	2%	0%
Cc1cc(C)n(-c2nc(NC(C)C)nc(NC(C)C)n2)n1	20%	29%	-4%	-51*	-2	u	1%	1%&-1%

Next section:
SMILES	FUS suppressor	Abeta rescue	EPAC2 agonist	D3 antag	D3 ag	TDP43 rescue	EPAC2 antagonist	aSyn rescue
COc1ccccc1/C=C(\NC(=O)c1ccc(OC)c(OC)c1)C(=O)Nc1cc([N+](=O)[O-])ccc1C	12%	2%	2%	-18	-2	15%	-3%	-6%
O=C(COc1ccccc1)c1cn(CC(=O)N2CCCC2)c2ccccc12	7%	18%	-2%	1	4	-8%	-3%	6%
CCOc1ccccc1OCCCC(=O)N1CCN(S(=O)(=O)c2ccccc2C#N)CC1	3%	2%	5%	-1	0	9%	-14%	1%
COc1ccc(CNC(=O)CCS(=O)(=O)c2ccc(Br)cc2)cc1	-7%	-2%	-8%	12	2	16%	0%	8%
COC(=O)C1CCN(C(=O)Cc2ccccc2OC)CC1	22%	-2%	7%	-8	-4	-24%	-8%	-1%
Cc1ccc(-n2ncc(C(=O)NCCc3c[nH]c4ccccc34)c2C2CCN(C(=O)OC(C)(C)C)CC2)cc1C	u	-8%	x	x	-2	-4%	x	x

Screens as filed in PubChem BioAssay.

An excerpt; the hit share may differ from the screen's.
